Screening results as filed in PubChem BioAssay.
Mcl1 Noxa PPI = Mcl-1/Noxa interaction inhibition; TR-FRET Mcl-1/Noxa peptide binding, 2 h; inhibition, % at 21.7 µM; 220,000 tested, 1.5% active;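 active = compounds that cut the protein-peptide binding signal by more than 50% relative to plate controls in a single-dose test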;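 also: His-tagged Mcl-1 with rhodamine Noxa BH3 peptide and terbium anti-His antibody; 0% = Mcl-1 plus Noxa peptide wells and 100% = peptide-only wells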
Target sequence (Q07820 whole entry, looked up): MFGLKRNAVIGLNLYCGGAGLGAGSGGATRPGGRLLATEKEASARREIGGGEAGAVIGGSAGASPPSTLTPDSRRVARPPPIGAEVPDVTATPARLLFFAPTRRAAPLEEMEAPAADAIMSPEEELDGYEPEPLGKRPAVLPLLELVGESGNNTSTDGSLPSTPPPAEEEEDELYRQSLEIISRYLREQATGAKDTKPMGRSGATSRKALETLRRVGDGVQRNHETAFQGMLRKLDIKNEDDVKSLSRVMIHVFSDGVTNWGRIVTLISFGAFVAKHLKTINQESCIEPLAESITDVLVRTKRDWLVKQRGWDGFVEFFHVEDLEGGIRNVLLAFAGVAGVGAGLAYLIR
Cdc42 wt = modulators (inhibitors or activators) of GTP binding to human Cdc42 wildtype; AID 761; 190,000 tested, 0.2% active; P60953; percent activity (GTP binding), % at 10 µM; GST-Cdc42 beads, Bodipy-GTP binding, flow cytometry; actives lie on both sides;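 active = percent activity GTP binding at least 20 points away from the 100% baseline, either down as inhibitor or up as activator; inconclusive = compound flagged as likely green fluorescent from well-wide comparison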;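 also: median bead fluorescence of bound Bodipy-FL-GTP at 100 nM; 0% = excess unlabeled GTP control and 100% = no compound control; below 100% means less GTP binding so inhibitor and above means activator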
Target sequence (P60953 whole entry, looked up): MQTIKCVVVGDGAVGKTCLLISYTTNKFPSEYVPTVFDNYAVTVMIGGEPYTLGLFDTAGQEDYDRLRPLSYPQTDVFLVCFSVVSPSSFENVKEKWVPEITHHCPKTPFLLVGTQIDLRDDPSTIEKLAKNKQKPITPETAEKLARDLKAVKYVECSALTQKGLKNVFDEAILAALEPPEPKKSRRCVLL
Rab7 wt GTP bind = modulators of GTP binding to dog Rab7 wildtype GTPase. GST-Rab7 beads, fluorescent GTP binding, flow cytometry; actives lie on both sides; untreated = 100%, excess cold GTP = 0%. 190,000 tested, 0.055% active. GTP binding activity (percent of control), % at 10 µM;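 active = fluorescent GTP binding to Rab7 beads changed by at least 20 points from the 100% baseline, either direction, mostly lower; inconclusive = compound itself probably fluorescent, or too few beads counted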;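 also: median green fluorescence of bound Bodipy-FL-GTP per Rab7 bead population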
Rac1 act GTP bind = human Rac1 activated mutant GTP binding change | P63000 | GST-Rac1 activated beads, fluorescent GTP binding, flow cytometry; actives lie on both sides; 100% means binding = to untreated wells | percent activity (GTP binding), % at 10 µM | 190,000 tested, 0.11% active;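 active = GTP binding at least 20 percentage points away from the 100% baseline, in either direction, so actives lie on both sides; inconclusive = Compound likely fluorescent itself, or too few beads counted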
HRas wt GTP = modulators of GTP binding to human HRas wildtype; P01112; GST-Ras wt beads, Bodipy-FL-GTP binding, flow cytometry; actives lie on both sides; GTP binding activity, % at 10 µM; 190,000 tested, 0.14% active; AID 759;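 active = GTP binding activity at least 20% away from the 100% baseline, either lowered as inhibitor or raised as activator; inconclusive = flagged as likely green fluorescent, judged across all proteins in the well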;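 also: 0% = unlabeled GTP competition control and 100% = no-compound control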
Target sequence (P01112 whole entry, looked up): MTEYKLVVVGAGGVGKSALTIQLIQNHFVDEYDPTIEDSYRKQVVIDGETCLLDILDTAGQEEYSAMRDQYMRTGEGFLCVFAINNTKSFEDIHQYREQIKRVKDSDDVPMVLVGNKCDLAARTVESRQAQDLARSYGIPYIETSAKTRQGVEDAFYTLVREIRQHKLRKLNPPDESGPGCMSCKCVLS
Mcl1 Bid PPI = Mcl-1/Bid interaction inhibition | Q07820 | TR-FRET Mcl-1/Bid-Dy647 peptide binding, 1536-well | inhibition, % at 21.7 µM | 220,000 tested, 0.97% active | AID 1021;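 active = compounds that cut the binding signal by more than half at the single screening dose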;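 also: His-tagged Mcl-1 with europium anti-His antibody binding Bid BH3 peptide; 0% = Mcl-1 plus peptide wells and 100% = peptide-only wells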
Rac1 wt modul = alters GTP binding to wildtype human Rac1; GTP binding activity (% of control), % at 10 µM; P63000; GST-Rac1 beads, fluorescent GTP binding, flow cytometry; actives lie on both sides; 0 = cold GTP competed, 100 = untreated; 190,000 tested, 0.27% active;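 active = GTP binding activity at least 20 points away from the 100% control level, either lower or higher; inconclusive = compound flagged as likely green fluorescent, judged across all proteins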
Pf gametocyte = P. falciparum stage V gametocyte viability inhibition. P. falciparum stage V gametocytes, ATP luminescence, 24 h. inhibition, % at 10.9 µM. 150,000 tested, 0.065% active;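 active = inhibition above the mean plus 3 SD of compounds within the control limits, set per campaign, cut at about 38% in these data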;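 also: 0% = DMSO wells and 100% = medium only without gametocytes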
Avidin fluor = avidin bead compound fluorescence profile; Avidin beads, compound fluorescence 488/530 nm, flow cytometry; active compounds read high; 220,000 tested, 0.38% active; fluorescence (KMESF) at 10 µM; AID 1775; in the data active = fluorescence above about 47; also: inactives centre near 10
Rab2 wt GTP = changes GTP binding to wildtype dog Rab2A, up or down; P61105; GST-Rab2 wt beads, Bodipy-GTP binding, flow cytometry; GTP binding activity, % at 10 µM; 190,000 tested, 0.19% active;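 active = GTP binding activity at least 20 points away from 100%, either lowered or raised; inconclusive = signal likely due to the compound's own green fluorescence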;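 also: 0% = beads with excess unlabeled GTP and 100% = no-compound control corrected for plate trend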
GSH bead fluor = compound fluoresces at 488/530 nm on GSH beads | GSH beads flow cytometry, compound fluorescence 488/530 nm; active compounds read high | fluorescence (KMESF) at 10 µM | 190,000 tested, 0.25% active | AID 1776; in the data active = fluorescence above about 89;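 also: glutathione beads carrying GST-tagged Bcl family fusion proteins plus one bare bead set; values are compound well signal with DMSO vehicle wells as background; inactives centre near 16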
* marks the source's active call; other numbers are inactive results; ? = inconclusive; / = not tested or not shown; & = joins results of further samples.

SMILES	Mcl1 Noxa PPI	Cdc42 wt	Rab7 wt GTP bind	Rac1 act GTP bind	HRas wt GTP	Mcl1 Bid PPI	Rac1 wt modul	Pf gametocyte	Avidin fluor	Rab2 wt GTP	GSH bead fluor
Cc1nc(Cl)c(C#N)cc1-c1ccccc1	3	93	97	94	94	2	93	-35	5	93	26
O=C(NC1CCCCC1)C1CC=CCC1C(=O)OCC(Cl)=C(Cl)Cl (stereo not given)	8	104	97	101	105	-1	103	-2	17	103	30
CCC(C)/C(C)=N/NC(=O)C1COc2ccccc2O1 (stereo not given)	-3	101	101	99	98	13	103	-2	12	97	10
CCCC(=O)Nc1nn(C)c2nc3c(C)cccc3cc12	9	96	98	98	98	8	100	-9	6	97	27
COc1cccc(-c2nc(=S)c3c(o2)CCCC3)c1	17	92	105	91	93	-17	94	-31	11	93	13
FC(F)(F)c1cc(-c2ccccc2)nc(N2CCCCC2)n1	5	107	102	100	109	-7	105	/	17	107	22
COc1cc(C(C)=O)ccc1OC(=O)c1cc2cccc(OC)c2oc1=O	5	90	98	89	92	-36	88	-21	8	94	16
COc1cc(C(=O)Nc2cccc3cccnc23)cc(OC)c1OC	5	100	100	97	101	-3	102	-5	8	99	29
CCOc1ccc(C(C)(C)C)cc1S(=O)(=O)N1CCOCC1	4	95	97	94	95	1	93	-13	5	91	18
COc1ccccc1NC1=C(Cl)C(=O)N(c2ccccc2)C1=O	9	99	93	99	98	3	103	-20	3	98	24
CNC(=O)/C(=C/c1ccc2c(c1)OCO2)NC(=O)c1ccc(Br)cc1	7	98	98	99	100	-30	102	-8	2	98	6
Cc1ccc(N2C(=O)S/C(=C/c3cn(C)c4ccccc34)C2=O)cc1	-5	102	108	101	105	-5	110	0	12	103	31
CCc1cccc(NC(=O)Cc2ccc([N+](=O)[O-])cc2)c1	11	102	95	100	100	5	103	/	4	99	12
CCn1c(SCC(=O)N/N=C/C=C/c2ccco2)nnc1-c1ccc(OC)cc1	18	103	100	98	97	-14	105	2	14	98	19
COc1ccccc1NC(=O)CCN1C(=O)c2ccccc2S1(=O)=O	8	97	98	95	93	-33	99	/	9	94	16
O=C(NC(Cc1c[nH]c2ccccc12)C(=O)O)c1ccccc1 (stereo not given)	2	101	99	100	103	-40	102	10	9	100	18
CCCn1cnc2c(c1=O)c1nc3ccccc3nc1n2CCC1=CCCCC1	-6	100	105	98	100	14	106	/	12	100	32
C=CCc1cc(C=O)cc(OC)c1OCc1ccc(C(=O)O)cc1	15	?	?	?	?	-39	?	13	9	?	15
N=c1c[n+](-c2ccc(Cl)cc2)[n-]o1	40	101	101	99	100	-3	100	19	10	100	79
CC(=O)c1ccc(NC(=O)Nc2ncn(Cc3cccc(C)c3)n2)cc1	-3	101	100	96	97	3	98	/	23	95	14
CSc1nc2nccc(/C=C\c3ccccc3)n2n1	2	85	97	94	91	18	88	2	22	97	46
CN(C)/C=C/c1onc(-c2c(F)cccc2Cl)c1C#N	9	98	96	95	95	-25	100	-3	7	96	15
CSc1ccc(/C=N/Nc2cccc(C(=O)O)c2)cc1	99*	86	90	86	88	19	92	/	9	87	14
CC(NCc1ccc(S(N)(=O)=O)cc1)C(=O)Nc1ccc([N+](=O)[O-])cc1Cl (stereo not given)	3	93	98	92	94	-17	90	-14	22	94	10
Cc1ccc(SCc2cc(=O)[nH]c(N3CCCCC3)n2)cc1	10	106	101	102	102	-21	110	22	6	104	12
CCN(CC)S(=O)(=O)c1ccc(N2CCOCC2)c(NC(=O)C2COc3ccccc3O2)c1 (stereo not given)	11	100	107	97	102	-25	101	10	6	104	10
N#CC(CO)(Cc1ccc(OC(F)F)cc1)c1nc2ccccc2[nH]1 (stereo not given)	-2	99	98	100	96	-33	100	-10	3	97	19
O=C(CCCN1CC=C(n2c(=O)[nH]c3ccccc32)CC1)c1ccc(F)cc1	10&17	102	97	99	101	2&-5	105	/	14&7	101	23&68
Cc1ccccc1C1(CCN2CCCCC2)CCOC(C)(C)C1 (stereo not given)	20	?	?	?	?	-1	?	/	5	?	11
CCOc1cc(N2CCOCC2)c(OCC)cc1NC(=O)c1ccco1	3	99	101	95	100	-91	102	11	6	99	13
Cc1ccc2c(c1)NC(=O)C(CC(=O)NCCCN1CCCC1)O2 (stereo not given)	15	103	106	103	105	0	107	/	5	102	25
COCCCn1c2nc3ccccc3nc2c2c(=O)n(CC3CCCO3)cnc21 (stereo not given)	8	94	92	96	95	-17	94	-1	12	95	47
CCOc1ccc(S(=O)(=O)n2cnc3cc(C)c(C)cc32)cc1	5	104	100	100	101	0	104	-19	14	99	45
Cc1cc(C)c2c(-n3cccc3)c(C(=O)O)sc2n1	-11	95	101	95	95	-58	95	/	21	94	12
CCOC(=O)C1=C(CN2CC(C)CC(C)C2)NC(=O)NC1c1ccc2c(c1)OCO2 (stereo not given)	8	99	108	95	99	-7	102	/	13	100	10
CC(=O)Cc1nsc(NC(=O)c2ccc(-c3cccc(C(F)(F)F)c3)o2)n1	26	99	96	101	99	36	102	-22	53*	100	38
Cc1ccc2nc(-c3cccc(NS(C)(=O)=O)c3)cc(-c3ccccc3)c2c1	8	97	100	97	99	38	100	-24	13	97	11
COc1ccc(CCCC(=O)O)c(C)c1	6	111	104	107	109	6	119	/	37	111	20
NC(=O)c1ccccc1N/C=C/C(=O)c1ccc(Cl)cc1Cl	23	92	92	90	94	-17	89	4	24	92	14
COc1ccccc1CNC(=O)CSC1=NCCS1	14	97	97	97	95	-43	101	-4	9	96	13
CCOC(=O)C1=C(Cc2ccc(OC)cc2)C(=O)c2ccccc2C1=O	37	100	99	97	101	1	103	/	1	99	63
Cn1ncc(C(N)=O)c1NC(=S)NC(=O)c1ccc(Br)o1	30	?	?	?	?	-58	?	-24	10	?	12
Cc1nn(Cc2ccccc2Cl)c(Cl)c1C(=O)NCCc1ccccc1	-2	?	?	?	?	-13	?	5	8	?	13
CCOCCCNC(=O)CN1C(=O)/C(=C/c2ccccc2C)Sc2ccccc21	-6	94	103	94	98	-29	96	-35	7	97	18
Cc1cccc(C)c1NC(=O)CCCCCC1NC(=O)NC1C (stereo not given)	17	99	106	98	101	-9	100	-26	5	98	21
C#CCOCCOCCOCCNc1nc(N2CCN(C(=O)[C@H](CCCCN)n3cc([C@@H](N)CC(C)C)nn3)CC2)nc(N2CCN(C(=O)[C@H](Cc3ccc(O)cc3)n3cc([C@@H](N)CC(C)C)nn3)CC2)n1	3	98	98	99	99	11	103	/	7	98	19
Cc1oc2nc(SCC(=O)N3CCCCC3)nc(N)c2c1C	12	99	95	96	98	-6	101	/	13	97	23
Cc1ccc2c(c1)C1CN(C)CCC1N2C(=O)Nc1ccc(Cl)cc1 (stereo not given)	17	100	99	96	98	-7	98	/	9	98	55
COc1ccc(S(=O)(=O)Cc2ccc(C(=O)NC3CC3)o2)cc1	6	99	98	98	97	-9	98	/	8	97	22
COc1cc(/C=N/NC(=O)Cc2ccc(Br)cc2)cc(OC)c1O	20	93	103	93	95	-64	93	-17	12	97	11
O=C(COc1ccccc1)NCc1ccc2c(c1)OCO2	17	100	101	98	101	-30	102	/	7	100	34
COCCn1c(=NC(C)=O)sc2cc([N+](=O)[O-])ccc21	7	100	97	99	100	21	104	/	7	101	17
CCCc1cc(C(N)=O)c(NC(=O)c2ccco2)s1	20	97	100	94	99	-13	101	-3	19	95	11
O=S(=O)(c1ccc2ccccc2c1)N(CC1CO1)c1ccccc1 (stereo not given)	33	100	102	95	98	-14	105	-20	13	98	12
CCOC(=O)N1CCC(NC(=O)CN2C(=O)CSc3ncccc32)CC1	1	98	100	96	98	-19	103	/	6	99	27
CC(NC(=O)c1cccnc1)c1ccc2c(c1)OCO2 (stereo not given)	8	100	101	94	101	-56	104	/	12	100	29
CCCC(=O)NNC(=O)c1ccoc1C	-1	96	96	95	95	-14	98	/	1	98	8
O=C(CC1C(=O)NCCN1Cc1c(F)cccc1Cl)NCCc1ccccn1 (stereo not given)	14	95	97	96	96	-6	97	26	12	96	15
CC(C)(C)C(=O)Nc1cc(C(F)(F)F)ccc1-n1ccnc1	34	99	93	94	98	-11	96	-44	10	95	14
CCn1c(/C=C2\C(=O)N(C)c3ccccc32)nc2ccccc2c1=O	26	102	104	97	99	41	102	/	14	98	34
Continued.
SMILES	Mcl1 Noxa PPI	Cdc42 wt	Rab7 wt GTP bind	Rac1 act GTP bind	HRas wt GTP	Mcl1 Bid PPI	Rac1 wt modul	Pf gametocyte	Avidin fluor	Rab2 wt GTP	GSH bead fluor
O=C1CC(N2CCC(O)(c3ccc(Cl)cc3)CC2)C(=O)N1Cc1ccc(N2CCCC2=O)cc1 (stereo not given)	-10	105	98	101	103	-41	108	-3	13	105	29
Cc1sc(-n2cccc2)c(C(=O)O)c1C	44	100	95	98	99	-29	100	-17	35	97	17
O=C(CCn1nnc2ccccc21)Nc1nnc(-c2ccccc2F)s1	-12	98	96	99	98	8	103	/	9	99	14
CS(=O)(=O)N(CCC(=O)O)Cc1ccccc1	-5	104	102	100	104	-2	102	23	10	102	23
CCCOc1ccc(Br)cc1/C=N/O	-13	90	91	89	93	0	89	0	33	88	16
CC(C)(C)c1cc(C(=O)NCc2ccco2)ccn1	-13	102	103	101	104	-21	101	/	9	102	51
Cc1cc(C(F)(F)F)c2c(C)nn(CCc3nn[nH]n3)c2n1	2	95	93	88	96	-4	93	/	33	92	13
C=CCn1c(-c2cc(OC)cc(OC)c2)n[nH]c1=S	27	99	100	97	97	-31	99	2	16	98	25
CC(CC(C)C(=O)N1CCOCCN(C(=O)C(C)CC(C)C(=O)O)CCOCC1)C(=O)O (stereo not given)	10	105	101	99	102	5	105	/	11	100	27
O=C(NC1CCCCCC1)c1ccc(S(=O)(=O)NCc2ccco2)cc1	6	109	107	101	106	-18	107	13	9	107	25
CCOc1ccc2oc(=O)cc(C)c2c1	-23	94	98	95	100	13	104	-22	13	99	49
CC(C)C(=O)Nc1sc2c(c1C#N)CCCCC2	3	100	99	98	99	-9	103	/	6	102	18
S=C(NCCc1ccccc1)NCC1CCCO1 (stereo not given)	10	105	100	104	102	-21	106	3	12	104	13

Some entries already given, limited to GSH bead fluor, Rac1 act GTP bind and Rab7 wt GTP bind:
SMILES | GSH bead fluor | Rac1 act GTP bind | Rab7 wt GTP bind
CS(=O)(=O)N(CCC(=O)O)Cc1ccccc1 | 23 | 100 | 102
Cc1cc(C(F)(F)F)c2c(C)nn(CCc3nn[nH]n3)c2n1 | 13 | 88 | 93
